High-throughput results from PubChem.
p53ts 39C kill: kills p53ts cells at the nonpermissive temperature; 130,000 compounds, 1.5% hits; H1299-p53A138V viability at 39C, ATP luminescence, 24 h; Potency, µM (top dose mostly 46.1 µM), for inactives: top-dose activity change, negative = cell killing, most hits filed as cytotoxic; also: nearly all actives have a fitted effect of over 55% in size
Peg3 imprint: induces erasure of genomic imprints in mouse ES cells. AID 1948. mouse ES Peg3-LacZ reporter, beta-gal luminescence, 40 h. 110,000 compounds, 0.02% hits. Potency, µM (highest dose often 60.7 µM), inactives show at the top dose activity change, positive = activation, usual class: activators;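 also: 0% = negative control wells on the plate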
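Imprint erasure is scored as LacZ activity from the silenced maternal Peg3 allele in feeder-free female ES cells cultured 40 h with LIF. Luminescence is normalized to in-plate negative controls and fitted to the Hill equation.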
p53ts 32C tox: cytotoxicity in p53ts cells at permissive temperature | Potency, µM (titrated, usually from 46.1 µM), for inactives: at the highest dose activity change, negative = cytotoxicity, usual class: cytotoxic | 130,000 compounds, 0.93% hits | H1299-p53A138V at 32C, ATP luminescence viability, 24 h;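 also: 0% = DMSO and -100% = full killing by reference compound; nearly all actives have a fitted effect of over 55% in size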
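H1299-p53 A138V cells (temperature-sensitive p53) exposed 24 h to up to 46 uM compound at 32C, where p53 is wild-type in conformation. Viability read as ATP luminescence and normalised to DMSO and 100 uM tamoxifen. AC50 fitted with the Hill equation.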
IkB signaling: suppresses IkB signaling in ABC-DLBCL reporter cells; AID 445; Potency, µM (titrated, usually from 57.1 µM), for the others: top-dose IkBa stabilization activation; 110,000 compounds, 0.04% hits; ABC-DLBCL IkBa-CBG/CBR dual luciferase ratio, 4 h; response scale: scaled: untreated 0%, proteasome inhibitor 100%; active = well fitted curve in the direction sought with a large enough effect in the signal ratio, not every such curve was filed as active; inconclusive = small, poorly fitted or top-dose-only effect, or a change in a side signal; the % refers to the signal ratio;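 also: the direction sought is a rising ratio; 0% = basal untreated cells and 100% = reference inhibitor full response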
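Luminescence ratio of IκBα-fused green versus native red beetle luciferase in OCI-Ly3 cells, 4 h post-doxycycline with compound; red signal alone, scaled from basal (0%) to zero light (-100%), flagged nonspecific or cytotoxic effects.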
An asterisk follows results filed as active; ? = inconclusive; . = not tested or not shown; & = joins results of further samples; [ ] = another dose, or the depositor's remark. Unless noted, calls follow the shape of the dose curve; as a rule, active = well fitted curve in the direction sought with a large enough effect; inconclusive = small, poorly fitted or top-dose-only effect, or another doubt; inactive = no such curve, though single readings can be large; an effect the other way counts as inactive or inconclusive. Unless noted, % is scaled to controls: 0 for no effect and ±100 for the full control effect; potency is read from the fitted curve at half-maximal effect.

no.	mol	p53ts 32C tox	IkB signaling	Peg3 imprint	p53ts 39C kill
1	COC(=O)[C@@]1(Cc2ccccc2)[C@H]2c3cc(C(=O)N4CCCC4)n(Cc4ccc(S(C)(=O)=O)cc4)c3C[C@H]2CN1C(=O)c1ccccc1	14%	.	-15%	-10%
2	Cc1sc2nc(SCC(=O)Nc3c(C)n(C)n(-c4ccccc4)c3=O)n(C)c(=O)c2c1C	4%	1.1%	-17%	-7%
3	CCN(CC)S(=O)(=O)c1ccc(NC(=O)Cn2c(=O)oc3ccccc32)cc1	-9%	2.2%	-10%	2%
4	CCc1ccc2oc(-c3cc(NC(=O)c4cccnc4)cc(C)c3O)nc2c1	?	3.0%	-15%[10.9 µM]	-11%
5	NC(=O)C1CCN(C(=O)CN2CCc3ccccc32)CC1	2%	7.1%	-4%	11%
6	O=C1c2c(O)cccc2Cc2cccc(O)c21	0%[1.84 µM]	0.5%	13%&-1%	-13%
7	CCOC(=O)C1CCN(C(C(=O)Nc2ccc3c(c2)OCCO3)c2ccccc2)CC1 (stereo not drawn)	4%	2.2%	-3%	-3%
8	CCOC(=O)Cn1c(=O)oc2cc(S(=O)(=O)N3CCN(c4cc(C)ccc4C)CC3)ccc21	6%	?	-1%[10.9 µM]	-12%
9	O=C1CC(N2CCOCC2)C(=O)N1c1cccc(Cl)c1 (stereo not drawn)	4%	-1.1%	-6%	1%
10	Cc1ccc2nc(-c3ccc(O)cc3)c(Nc3ccc4c(c3)OCO4)n2c1	1%	?	7%[10.9 µM]	29%
11	Cc1nn(CCc2nc(-c3ccco3)cs2)c2[nH]c(=O)cc(C(F)(F)F)c12	12%	?	-16%	5%
12	CC1=C(C(N)=O)C(c2ccccc2F)n2nc(-c3ccc(Cl)cc3)nc2N1 (stereo not drawn)	?	-1.5%	-7%[10.9 µM]	?
13	CN1CCc2ccccc2C1C1CCNCC1 (stereo not drawn)	-7%	0.8%	-23%	-3%
14	COc1ccc(OC)c(NC=C2C(=O)OC(C)(C)OC2=O)c1	11%	-0.8%	-5%	7%
15	C=CCOc1ccc2c(c1)c(S(=O)(=O)c1ccc(C)cc1)cn2COC	9%	?	-17%	-3%
16	CC1C=CCC2C(=O)N(c3cccc(C(=O)N4CCN(c5ccc(F)cc5)CC4)c3)C(=O)C12 (stereo not drawn)	14%	?	-12%	1%
17	Cc1ccc(C)c(S(=O)(=O)C(C#N)c2nc3ccccc3nc2N2CC(C)OC(C)C2)c1 (stereo not drawn)	-12%	-0.3%	-2%	0%
18	Cc1ccc(C(C)C)c(OCCn2c(=O)oc3ccccc32)c1	6%	?	-12%	1%
19	N#C/C(=C\Nc1ccc2c(c1)OCCO2)c1nc2ccccc2[nH]1	-9%	?	-9%	-13%
20	COc1ccc(CNC(=O)C(=O)NCC(c2ccco2)S(=O)(=O)c2ccc(C)cc2)cc1 (stereo not drawn)	1%	0.2%	19%[10.9 µM]	-16%
21	COc1cccc(C2C(C(=O)OC(C)C)=C(C)Nc3ncnn32)c1 (stereo not drawn)	5%	-1.4%	8%	-9%
22	CCCCC(C(=O)O)C(C)CC(=O)Nc1ccn(-c2ccccc2)n1 (stereo not drawn)	-2%	2.8%	13%	3%
23	CCOC(=O)[C@H](CCc1ccccc1)N[C@@H](C)C(=O)N1[C@H](C(=O)O)C[C@H]2CCC[C@@H]21	3%[20.6 µM]	-1.2%[25.6 µM]	17%[16.8 µM]	4%[20.6 µM]
24	Nc1nc(NCCc2ccc(O)cc2)nc2nc(-c3ccco3)nn12	-30%	0.2%	1%	-27%

Looked up above.
#23 @ p53ts 32C tox: 3%[20.6 µM]
#18 @ p53ts 32C tox: 6%
#17 @ IkB signaling: -0.3%
#19 @ Peg3 imprint: -9%
#13 @ IkB signaling: 0.8%
#22 @ p53ts 32C tox: -2%

Down the list, as entered above.
Nos. 14–18 in IkB signaling, in turn: -0.8%, ?, ?, -0.3%, ?
Nos. 14–18 in Peg3 imprint, in turn: -5%, -17%, -12%, -2%, -12%
Nos. 14–18 in p53ts 39C kill, in turn: 7%, -3%, 1%, 0%, 1%

Next part.
no.	mol	p53ts 32C tox	IkB signaling	Peg3 imprint	p53ts 39C kill
25	Cc1ccc(S(=O)(=O)c2cnc(SCC(=O)Nc3ccc4c(c3)OCCO4)[nH]c2=O)cc1C	15%	?	2%[10.9 µM]	-4%
26	COc1cccc(NC(=O)Cn2cc(S(=O)(=O)N3CCCC3)c(S(=O)(=O)N3CCCC3)c2)c1	3%	2.4%	10%[10.9 µM]	-2%
27	CCCC(c1nnnn1C(C)(C)CC)N(CCCO)Cc1cc2cc(C)cc(C)c2[nH]c1=O (stereo not drawn)	15%	4.6%	-12%	2%
28	COc1ccc(OC)c(C(C)NC(C)=O)c1 (stereo not drawn)	3%	0.7%	3%	3%
29	COc1ccc2c(c1)CCc1c(C(=O)Nc3ccc(C#N)cc3)noc1-2	0%	5.5%	-5%[10.9 µM]	21%
30	Cc1cc(=O)oc2c(N)c(O)ccc12	-28%	0.1%	-81%[inhibitor]	-27%
31	CCOC(=O)C1CCN(C(=O)c2ccc3c(c2)N=C(CC)c2cc(C)ccc2S3)CC1	8%	?	-6%[10.9 µM]	-4%
32	COc1cccc(C2C(=O)N(C3CCCCC3)CC(=O)N2CCc2ccc(OC)c(OC)c2)c1 (stereo not drawn)	3%	-0.1%	-18%[10.9 µM]	?
33	CCOc1ccc(C(=O)NCCc2sc(-c3ccc(F)cc3)nc2C)cc1	0%	?	8%[10.9 µM]	-19%
34	COc1cccc(CNc2nc3c(-c4cccc(C)c4)nnn3c3ccccc23)c1	-3%	?	-16%[10.9 µM]	-26%
35	Nc1nc(Nc2cccc(C(F)(F)F)c2)sc1C(=O)c1ccccc1	-6%	-1.6%	-6%[10.9 µM]	6%
36	COc1ccc(-c2nc(CS(=O)CC(=O)NCc3ccc(F)cc3)c(C)o2)cc1OC (stereo not drawn)	10%	-1.2%	-6%[10.9 µM]	-19%
37	CC(C)(C)C(=O)NC(C(N)=O)=C(Cl)Cl	5%	.	.	2%
38	Cc1cccc(N2CCN(C(=O)c3nn(C)c4c3CS(=O)(=O)c3ccccc3-4)CC2C)c1 (stereo not drawn)	-6%	?	-10%[10.9 µM]	-14%
39	Cc1cnc(CNc2ncnc3ccc(-c4ccccc4CN(C)C)cc23)cn1	-10%	-1.5%[11.4 µM]	-8%	8%
40	COc1ccc(S(=O)(=O)N2CCCC2C(=O)Nc2nccs2)cc1 (stereo not drawn)	2%	0.4%	-11%	0%
41	Cc1ccc(C)c(Cn2c(=O)c3c(nc4n3CCN4c3ccccc3)n(C)c2=O)c1	8%	?	-2%[10.9 µM]	-8%
42	COc1cccc(-n2c(C)nc3c(cnn3-c3ccc(Cl)cc3)c2=O)c1	-2%	0.1%	-9%	-3%
43	CCN(CC)S(=O)(=O)c1ccc2oc(C(=O)N3CCCCCC3)c(C)c2c1	-17%	?	-11%	5%
44	CCC(=O)Nc1ccc(Cl)c(NC(=O)c2cccnc2)c1	17%	-2.6%	-9%	11%
45	O=C(Nc1ccc(CN2CCOCC2)cc1)c1ccc(-c2ccc(Br)cc2)o1	-25%	?	-15%	-13%
46	COc1ccc(SCc2cc(=O)c3ccc(C)c(C)c3[nH]2)cc1	0%	?	6%[10.9 µM]	-20%
47	CCN(CC)C(=O)CSc1nc2cc3c(cc2c(=O)n1CCCC(=O)NCc1ccc(OC)cc1)OCO3	12%	5.2%	11%[10.9 µM]	-8%
48	CCCc1cc(=O)[nH]c(SCc2ccccc2)n1	8%	-0.3%	1%	12%
49	COc1ccc(Cc2n[nH]c(=O)c3ccccc23)cc1OC	-3%	4.6%	-14%	-8%
50	Cc1ccc(-c2nc(SCCOc3ccccc3C)n3[nH]c(=O)cc3n2)cc1	-28%	0.4%	4%[10.9 µM]	?
51	CCOC(=O)c1c(C)oc2c1cc(O)c1ccccc12	-10%	-2.7%	-17%	-14%
52	Cc1ccc(N2C(=O)CSC23C(=O)N(CC(=O)Nc2ccc(C)cc2C)c2ccccc23)cc1 (stereo not drawn)	2%	3.2%	-9%[10.9 µM]	5%
53	CC(C)(C)CC(=O)Nc1nnc(C(F)(F)F)s1	-9%	.	.	-5%
54	O=C(OCCCc1ccncc1)c1ccc(S(=O)(=O)N2CCOCC2)cc1	1%	0.0%	-5%	-1%
55	COC(=O)C1=C(C(=O)OC)C2(OC1c1ccc(Br)cc1)C(=O)c1ccccc1C2=O (stereo not drawn)	-17%	.	.	-9%
56	Cc1cccc(N2CCN(C(=O)c3c4c(nc5ccccc35)C(=O)N(C3CCCCC3)C4)CC2)c1C	13%	?	-15%[10.9 µM]	-1%
57	COc1ccc(OCc2nn3c(-c4ccccn4)nnc3s2)cc1	-7%	-2.5%	-11%	2%
58	CCOC(=O)C1=C(N)OC2=C(C(=O)CCC2)C1c1cccs1 (stereo not drawn)	2%	1.0%	22%	8%
59	CCCOC(=O)CSc1nc(N)c(C#N)c(CC)c1C#N	14%	-4.5%	-5%	15%
60	COc1ccccc1N1CCN(c2nc3c(S(=O)(=O)c4ccccc4)nnn3c3ccc(Cl)cc23)CC1	6%	-1.4%	1%[10.9 µM]	-4%

Next section, overlapping the part above by four compounds.
no.	mol	p53ts 32C tox	IkB signaling	Peg3 imprint	p53ts 39C kill
57	COc1ccc(OCc2nn3c(-c4ccccn4)nnc3s2)cc1	-7%	-2.5%	-11%	2%
58	CCOC(=O)C1=C(N)OC2=C(C(=O)CCC2)C1c1cccs1 (stereo not drawn)	2%	1.0%	22%	8%
59	CCCOC(=O)CSc1nc(N)c(C#N)c(CC)c1C#N	14%	-4.5%	-5%	15%
60	COc1ccccc1N1CCN(c2nc3c(S(=O)(=O)c4ccccc4)nnn3c3ccc(Cl)cc23)CC1	6%	-1.4%	1%[10.9 µM]	-4%
61	Cc1ccc2c(c1)-c1c(cnn1CC(=O)N1CCN(c3cc(C)ccc3C)CC1)CO2	5%	?	-9%[10.9 µM]	-13%
62	CCOc1ccc(C2C(C(=O)O)c3ccccc3C(=O)N2CCN2CCOCC2)cc1 (stereo not drawn)	-2%	-0.5%	3%	-1%
63	CC(=O)NC(Cc1ccc(F)cc1)C(=O)NC1CCN(c2nnnn2-c2ccccc2)CC1 (stereo not drawn)	1%	2.2%	-7%	-3%
64	COc1ccc(-n2nnnc2SCC(=O)c2ccc3c(c2)OCCO3)c(OC)c1	-4%	4.2%	-9%	0%
65	Cn1c(=O)c2c(nc(CN3CCCCC3)n2CCc2ccccc2)n(C)c1=O	9%	-0.1%	-8%	3%
66	CCN(CC)c1ccc(NC(=O)c2cncc(Br)c2)cc1	-14%	?	.	-13%
67	O=C(O)c1cc(-c2ccc(Cl)cc2)n[nH]1	-27%	2.4%	-13%	-6%
68	CN(C)c1ccc(C(CNS(=O)(=O)c2ccc(F)cc2)N2CCc3ccccc32)cc1 (stereo not drawn)	4%	?	-9%[10.9 µM]	3%
69	CCCCN(CC)CCCNC(=O)c1ccc2c(c1)NC(=O)CN2C	6%	0.2%	-18%[10.9 µM]	-20%
70	CN1CCN(C(c2cccnc2)c2ccc3cccnc3c2O)CC1 (stereo not drawn)	-25%	?	-23%	13µM*
71	O=C(COc1ccc(Cl)cc1)Nc1ccccc1C(=O)OCc1cc(=O)n2ccsc2n1	-1%	?	-2%[10.9 µM]	4%
72	O=C(O)CCn1nnc(-c2cccs2)n1	2%	-5.4%	0%	3%
73	c1ccc(-c2cc(-c3nc(-c4ccccn4)no3)c3ccccc3n2)cc1	-28%	2.5%	-9%	-19%
74	CCOc1ccccc1CNC(=O)c1ccc2c(c1)nc1n2CCC(C)C1 (stereo not drawn)	3%	1.8%	7%[10.9 µM]	7%
75	CCC(NC(=O)NCc1ccc2c(c1)OCO2)(C(F)(F)F)C(F)(F)F	0%	5.2%	-7%	17%
76	CC(NS(C)(=O)=O)C(c1cccs1)N1CCN(C)CC1 (stereo not drawn)	4%	-3.1%	-2%	3%
77	CC(C)(C)N(Cc1cc2ccccc2[nH]c1=O)C(=O)C1CCCCC1	2%	0.6%	5%	0%
78	CN(C)S(=O)(=O)N(CC(=O)Nc1ccccc1)c1ccccc1	11%	.	.	6%
79	Cc1ccc(C2=Nc3ccccc3S[C@@H](c3cccc([N+](=O)[O-])c3)C2)cc1	1%[9.22 µM]	-0.6%[11.4 µM]	-15%[10.9 µM]	-11%[9.22 µM]
